Screening results from PubChem.
GBA enhancer – glucocerebrosidase activity enhancement; L444P Gaucher fibroblasts, 4-MU-glucoside fluorescence, 3 days; 30,000 compounds, 0.44% hits; activation, % at 10 µM; P04062; in the data active means activation above about 65%;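 further: 0% = vehicle wells and 100% = positive control wells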
Target sequence (P04062 whole entry L483P): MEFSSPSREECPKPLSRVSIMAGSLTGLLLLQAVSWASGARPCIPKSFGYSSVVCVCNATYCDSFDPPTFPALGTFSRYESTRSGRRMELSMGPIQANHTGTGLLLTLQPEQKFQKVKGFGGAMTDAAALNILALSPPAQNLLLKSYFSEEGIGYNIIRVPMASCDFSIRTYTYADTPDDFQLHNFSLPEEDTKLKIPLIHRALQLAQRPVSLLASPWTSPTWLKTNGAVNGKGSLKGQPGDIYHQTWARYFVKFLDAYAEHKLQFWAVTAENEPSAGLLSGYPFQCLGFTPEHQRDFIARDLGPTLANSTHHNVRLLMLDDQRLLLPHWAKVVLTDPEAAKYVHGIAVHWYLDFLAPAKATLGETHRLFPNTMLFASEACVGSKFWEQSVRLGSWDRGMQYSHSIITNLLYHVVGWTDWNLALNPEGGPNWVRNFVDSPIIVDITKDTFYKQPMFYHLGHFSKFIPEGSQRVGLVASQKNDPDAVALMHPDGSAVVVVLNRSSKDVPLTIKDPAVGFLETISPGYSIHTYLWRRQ
An asterisk follows results filed as active. Some of the compounds tested; count on the stated rates, not on these rows.

compound,GBA enhancer
O=C(CN1CCN(Cc2ccccc2)CC1)N1CCCc2c1c(=O)oc1ccc(O)cc21,-51
O=C(NCCN1CCOCC1)c1cc(-c2ccc(Br)cc2)on1,11
COc1ccc(-c2nc(C(N)=O)c3[nH]c(=O)n(-c4cccc(Cl)c4)c3n2)cc1OC,-24
COc1ccc2[nH]c3c(=O)n(CCCCC(=O)N4CCCC4)c(=S)[nH]c3c2c1,11
CCOC(=O)Cc1csc(NC(=O)c2ccc(C)o2)n1,-20
Cc1cc(C)n2nc(SCC(=O)N(C)c3ccccc3)nc2n1,49
COc1cccc(-c2nc(CSCC(=O)N3CCc4ccccc43)c(C)o2)c1,3
O=C(NCCCNC(=O)c1ccccn1)c1ccccn1,3
CC(C)c1ccc(CNc2ccc(N3CCOCC3)cc2)cc1,-27
COCCn1c(SCC(=O)Nc2cc(C)on2)nnc1-c1c[nH]c2ccccc12,-3
COC(=O)Cn1cnc2sc(C)c(S(=O)(=O)N3CCC(C)CC3)c2c1=O,6
Cc1cc(-c2nnc(-c3cc4ccccc4oc3=O)o2)c(C)n1-c1ccccc1,7
COc1ccc(-n2c(=O)[nH]cc(C(=O)Nc3ccc4c(c3)OCCO4)c2=O)cc1,1
CC1=C(C)C(=O)N(c2ccccn2)C1=O,-5
COc1ccc(S(=O)(=O)Nc2ccc(S(=O)(=O)N3CCOCC3)cc2)cc1,-10
COC(=O)C1CCN(c2cc(=O)n(C3CCCCC3)c(=O)[nH]2)CC1,-17
CCN(CC)S(=O)(=O)c1ccc2oc(C(=O)NCC3COc4ccccc4O3)c(C)c2c1 (stereo not given),-46
Cc1cc2c(cc1C)NC(c1ccccn1)C1=C(CC(C)(C)CC1=O)N2 (stereo not given),-4
O=C(Cn1c(=O)n2ncnc2c2c3c(sc21)CCCC3)c1ccccc1,-44
COc1cc(C(=O)OCc2cc3ccccc3[nH]c2=O)cc(OC)c1OC,-19
CCOC(=O)N1CCN(c2nc(-c3cccc(OC)c3)cc(C(F)(F)F)n2)CC1,-46
CCOC(=O)c1cc(-c2nnc(-c3cc(OC)c(OC)c(OC)c3)o2)c(C)nc1C,-22
CCC(=O)Nc1cccc(-c2nc3ccccc3c(=O)o2)c1,-33
Clc1ccc(OCCN2CCN(c3ncnc4sccc34)CC2)cc1,-6
O=C(Nc1ccccc1C(F)(F)F)c1cccnc1,-15
O=C(Nc1cccc(C(F)(F)F)c1)c1cc(-c2cccs2)on1,-5
CC(C)C[C@H](NC(=O)NCc1ccc(Cl)cc1)C(=O)O,-5
Cc1nonc1NC(=O)c1ccc(Cl)c(S(=O)(=O)N2CCCCC2)c1,-13
Cn1c(=O)cc(SCC(=O)NCC2CCCO2)c2ccc(Cl)cc21 (stereo not given),-3
COc1cc(NC(=O)C2CC(c3cccc(OC)c3OC)=NO2)cc(OC)c1OC (stereo not given),-6
CCCCN(CC)CCCNC(=O)c1cc2cc3ccc(OC)cc3nc2o1,123*
CCOc1ccccc1-c1nc2c([nH]1)c(=O)n(C)c(=O)n2C,-9
Cc1ccc(NC(=O)c2cc(N(C)C)ccc2[P+](=O)O)cc1,-12
COc1ccc2oc(C(=O)OCC(=O)c3ccc4c(c3)OCCO4)c(C)c2c1,-21
O=C(CSc1n[nH]c(=O)[nH]c1=O)c1ccccc1,8
COc1ccc(C(=O)Nc2ccc(OC)c(OC)c2)cc1,-12
CCOc1cc(-c2c(C)c(CC)nc(N)c2C#N)ccc1O,2
CCn1c(SC)nc2c(c1=O)SC(C)C2 (stereo not given),-2
CCOCCCNc1nc2ccccc2[nH]1,-10
CCOC(=O)N1CCN(CC(O)COc2c(OC)cccc2OC)CC1 (stereo not given),-17
O=C(Nn1cnnc1)c1csc2ccccc12,-37
Cc1onc(-c2c(F)cccc2Cl)c1C(=O)Nc1cccc(Cn2cccn2)c1,-7
O=C1CCC(=O)N1CCC(c1ccc(F)cc1)c1ccco1 (stereo not given),-18
CCOC(=O)C1CCN(Cc2ccc(F)cc2)CC1,25
COC(=O)CCN(C)CCC(=O)OC,7
O=c1cc(Nc2ccc3c(c2)OCCO3)[nH]c(=O)n1Cc1ccc(F)cc1,10
Cc1csc(NC(=O)C2CCCN2C(=O)Oc2ccccc2)n1 (stereo not given),10
CCCCS(=O)(=O)Nc1ccc2ncn(C)c(=O)c2c1,-14
Cc1onc(-c2ccccc2Cl)c1C(=O)Nc1ccc(-c2nnc3n2CCCCC3)cc1,-4
O=C1C(C=NCc2ccccn2)=C(O)c2ccccc21,-6
COc1cc(C)c(C(N)=O)c(OC)n1,-10
O=C(NCCCCNC(=O)C1CCCC1)C1CCCC1,-5
C=CCSC1=C(C#N)C(c2ccccc2C)CC(=O)N1 (stereo not given),-32
Cc1ccc(C)c(N(CC(=O)NC2CCCCC2)C(=O)CCC(=O)Nc2ccccn2)c1,-9
CCN(CC)CCNC(=O)CCc1nn(C)c(=O)c2ccccc12,29
CN(C)C(CNc1nnnn1-c1ccccc1)c1ccco1 (stereo not given),3
COc1cccc(S(=O)(=O)Nc2ccc(C(=O)N3CCN(C(=O)c4ccco4)CC3)cc2)c1,-44
O=C(NCCCN1CCCC1=O)Nc1ccc(Cl)cc1,-25
O=C(c1oc(=O)c2ccccc2c1-c1ccccc1)N1CCOCC1,-5
COc1ccc(C2(O)CCN(CC(=O)Nc3nccs3)CC2)c(OC)c1,-11

New compounds follow:
compound,GBA enhancer
O=C(NCCc1ccccc1)c1ncn[nH]1,50
N=c1n(Cc2ccccc2)c2ccccc2n1CC(O)c1ccccc1 (stereo not given),-13
O=C(Cn1ccc2ccccc2c1=O)NCCC(=O)N1CCN(C2CCCCC2)CC1,8
CC1(C)c2ccccc2N2CC(=O)N(CC(N)=O)C21C (stereo not given),9
O=C(NCC1CCCO1)c1cc2n(n1)C(C(F)(F)F)CC(c1ccc(F)cc1)N2 (stereo not given),-1
CCN(CCCNC(=O)CC(C(=O)N1CCc2ccccc21)n1ccnc1)c1ccccc1 (stereo not given),-14
O=C(c1cnn2c(C(F)(F)F)cc(-c3ccc4c(c3)OCO4)nc12)N1CCCCC1,-12
O=C(NCc1ccco1)c1ccc(CS(=O)(=O)Cc2ccc(F)cc2)o1,-49
Cc1ccccc1NC(=O)CSc1nnc(-c2ccoc2C)n1CCc1ccccc1,-9
COc1ccc(CCNS(=O)(=O)c2ccc3c(c2)CCN3C(=O)C2CC2)cc1OC,-13
N#CC(C(=O)c1ccco1)c1ccccn1 (stereo not given),-13
O=C(Oc1cccc2c(O)cccc12)c1ccccc1,29
COc1cc2c(cc1OC)CN(C(=O)NS(=O)(=O)c1ccc(C)cc1)CC2,-8
Cc1cccc(S(=O)(=O)c2c(N)n(/N=C/c3cccnc3)c3nc4ccccc4nc23)c1,-9
COc1cc(C2C(C#N)=C(N)Oc3cc(C)oc(=O)c32)cc2c1OCO2 (stereo not given),55
COC(=O)c1ccc(S(=O)(=O)N2CCCCCC2)cc1,24
CCn1c(SC)nnc1-c1c[nH]c2ccccc12,-7
O=C1CC(c2cccc(Cl)c2)Cc2nc(N3CCN(c4ccccc4)CC3)ncc21 (stereo not given),-10
Cc1nccc2[nH]c(=O)c(C(=O)NC3CCCCC3C)cc12 (stereo not given),-53
CC(C)N(Cc1nc(-c2ccc(Cl)cc2)no1)C(=O)CN(C)S(=O)(=O)c1ccc(Cl)cc1,2
CCCOc1cc(C)c(S(=O)(=O)NCCOC)cc1C,-114
Cc1ccccc1S(=O)(=O)Cc1ccc(C(=O)NCc2cccnc2)o1,-23
CCn1c(CSc2nncn2-c2ccc(OC)cc2)nc2cc(S(=O)(=O)N(C)C)ccc21,6
O=C(c1csc2c1CCCCC2)N1CCN(c2ncccn2)CC1,-23
COc1ccc(C(=O)N2CCCC(c3nc(-c4cccs4)no3)C2)cc1OC (stereo not given),4
O=C(NC1CCCCNC1=O)c1ccc(Cl)cc1 (stereo not given),3
CS(=O)(=O)N1CCCC(C(=O)NCc2cccs2)C1 (stereo not given),25
Cc1ccc(C(=O)OCC(=O)Nc2sc3c(c2C#N)CCCCC3)cc1NC(=O)c1ccco1,-1
Cc1ccc(-c2cc(=O)[nH][nH]2)c(C)c1,10
O=C(COC(=O)CNC(=O)C1CCCCC1)Nc1ccc(Cl)cn1,-1
Cc1cccc(C)c1NC(=O)C1(N(Cc2ccco2)C(=O)c2ccccn2)CCCC1,8
CCOC(=O)N1CCC(NC(=O)CCS(=O)(=O)c2ccc3c(c2)CCN3C(C)=O)CC1,-41
Cc1ccc2c(c1)C1OCCC1C1N2C(=O)C2C(C(=O)O)C3C=CC21O3 (stereo not given),-46
COC(=O)C1CCN(C(=O)N2CCOCC2)CC1,-30
O=C(CN1CCOCC1)n1c2ccccc2c2ccccc21,0
COc1ccc(C)cc1NC(=O)c1cc2ccccc2o1,-2
COc1cc(OC)cc(C(=O)Nc2ncc3c(n2)CC(C)CC3=O)c1 (stereo not given),-22
CS(=O)(=O)N(CC(=O)N1CCN(c2cccc(Cl)c2)CC1)C1CCCCC1,9
COc1ccc(Cl)cc1NC(=O)c1ccco1,-22
CN(C)c1ccc(CN(C(=O)COc2ccc(F)cc2)C2CCS(=O)(=O)C2)cc1 (stereo not given),13
Cc1ccc(C(=O)N2CCC(C(N)=O)CC2)cc1C,-10
O=C(c1cccn2c(=O)c3cc(Cl)ccc3nc12)N1CCOCC1,0
N#Cc1c2n(c3c(=O)n(Cc4ccccc4)cnc13)CCCC2,-7
Cc1noc(C)c1COc1cccc(C(=O)Oc2ccc3c(c2)OCO3)c1,-10
O=C(Nc1ccc(-c2nc3ccccc3[nH]2)cc1)c1ccco1,-11
Cc1csc(NC(=O)c2nc3nc(C)cc(C)n3n2)n1,-1
CCOc1ccc2ccccc2c1/C=N/n1cncn1,-13
CC12CCC(C(=O)NCC3CCCO3)(OC1=O)C2(C)C (stereo not given),-3
Cc1nc(-c2ccc(S(=O)(=O)N3CCCCCC3)cc2)cs1,7
CCC(=O)Nc1c(C)nn(C(=O)CC)c1C,-17
NC(=O)c1c(N)sc(=S)n1CC1CCCO1 (stereo not given),10
Cc1cc(C)nc(SCc2nnc(SCC(=O)Nc3ccc(C)c(C)c3)n2Cc2ccco2)n1,24
CCCCCn1c(=NC(=O)c2ccco2)c(C(=O)OCC)cc2c(=O)n3ccccc3nc21,-11
CCOC(=O)C1=C(C)NC(C)=C(C(=O)OCC)C1,4
CCOC(=O)C1=C(C)Nc2nc(SCC(=O)OC)nn2C1c1cc(F)cc(F)c1 (stereo not given),1
CCOc1ccc(-c2nc(S(=O)(=O)c3ccccc3)c(NCc3cccnc3)o2)cc1,-15
O=C(CN1C(=O)C2CC=CCC2C1=O)OCCN1C(=O)c2ccccc2C1=O (stereo not given),-15
c1nc(N2CCC3(CC2)OCCO3)c2[nH]cnc2n1,0
COc1cc(CO)cc(-c2cc(CO)cc(OC)c2OC)c1OC,0
COc1cc(C2C(C(C)=O)=C(C)Nc3ncnn32)ccc1O (stereo not given),-38

Additional structures.
compound,GBA enhancer
Cc1c(C(=O)NCCCN2CCOCC2)sc2nc(-c3ccc(F)cc3)cn12,-6
COc1ccc(CCNC(=O)c2ccc3nc(-c4ccco4)c(-c4ccco4)nc3c2)cc1OC,30
CCN(CC)S(=O)(=O)c1ccc(Br)c(OC)c1,-66
Cc1ccc(SCc2nc(-c3ccccn3)no2)cc1,-7
Cn1c(=O)c2c(nc(NCCCN3CCOCC3)n2Cc2ccc(Cl)c(Cl)c2)n(C)c1=O,10
Cc1nn(-c2ccccc2)c2nc(N)c(C#N)c(-c3ccc(F)cc3)c12,3
CCSc1nnc(NC(=O)CSc2nc(CC)nc3c2c(=O)n(C)c(=O)n3C)s1,-2
Cc1ccc(-c2cc(-c3ccc(Cl)cc3)c(C#N)c(N)n2)o1,-50
O=C(NCCCN1CCCC1=O)c1cccc(C(F)(F)F)c1,-80
CCC(C)n1cnc2c(c1=O)c1nc3ccccc3nc1n2Cc1ccccc1OC (stereo not given),35
Cc1ccc2c(c1)N(Cc1ccccn1)C(=O)C(C)O2 (stereo not given),-15
CC(Sc1nc2c(c(=O)n(C)c(=O)n2C)n1Cc1cc2c(cc1Cl)OCO2)C(=O)O (stereo not given),-1

Not a retest: 16 of the compounds above.
compound,GBA enhancer
O=C(CN1C(=O)C2CC=CCC2C1=O)OCCN1C(=O)c2ccccc2C1=O (stereo not given),-15
c1nc(N2CCC3(CC2)OCCO3)c2[nH]cnc2n1,0
COc1cc(CO)cc(-c2cc(CO)cc(OC)c2OC)c1OC,0
COc1cc(C2C(C(C)=O)=C(C)Nc3ncnn32)ccc1O (stereo not given),-38
Cc1c(C(=O)NCCCN2CCOCC2)sc2nc(-c3ccc(F)cc3)cn12,-6
COc1ccc(CCNC(=O)c2ccc3nc(-c4ccco4)c(-c4ccco4)nc3c2)cc1OC,30
CCN(CC)S(=O)(=O)c1ccc(Br)c(OC)c1,-66
Cc1ccc(SCc2nc(-c3ccccn3)no2)cc1,-7
Cn1c(=O)c2c(nc(NCCCN3CCOCC3)n2Cc2ccc(Cl)c(Cl)c2)n(C)c1=O,10
Cc1nn(-c2ccccc2)c2nc(N)c(C#N)c(-c3ccc(F)cc3)c12,3
CCSc1nnc(NC(=O)CSc2nc(CC)nc3c2c(=O)n(C)c(=O)n3C)s1,-2
Cc1ccc(-c2cc(-c3ccc(Cl)cc3)c(C#N)c(N)n2)o1,-50
O=C(NCCCN1CCCC1=O)c1cccc(C(F)(F)F)c1,-80
CCC(C)n1cnc2c(c1=O)c1nc3ccccc3nc1n2Cc1ccccc1OC (stereo not given),35
Cc1ccc2c(c1)N(Cc1ccccn1)C(=O)C(C)O2 (stereo not given),-15
CC(Sc1nc2c(c(=O)n(C)c(=O)n2C)n1Cc1cc2c(cc1Cl)OCO2)C(=O)O (stereo not given),-1
